HTRA1 inhibitor: blocks human HTRA1 serine peptidase; Q92743; recombinant HTRA1, FP-rhodamine activity-based probe, fluorescence polarization; inhibition, % at 5.96 µM; 340,000 compounds, 0.5% hits; AID 504803; in the data active means inhibition above about 36%;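 further: 0% = enzyme with DMSO and 100% = wells lacking enzyme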
mABHD4 FP: ABHD4 (mouse) inhibition, primary FP screen | purified mABHD4, FP-Rh probe fluorescence polarization | AID 720543 | inhibition, % at 8.92 µM | Q8VD66 | 370,000 compounds, 0.54% hits;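 active means inhibition exceeding the mean over every tested compound plus 3 SD, cut at about 30% in these data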;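 further: 0% = plate median of compound wells and 100% = S159A mutant with DMSO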
Target sequence (Q8VD66 whole entry, looked up): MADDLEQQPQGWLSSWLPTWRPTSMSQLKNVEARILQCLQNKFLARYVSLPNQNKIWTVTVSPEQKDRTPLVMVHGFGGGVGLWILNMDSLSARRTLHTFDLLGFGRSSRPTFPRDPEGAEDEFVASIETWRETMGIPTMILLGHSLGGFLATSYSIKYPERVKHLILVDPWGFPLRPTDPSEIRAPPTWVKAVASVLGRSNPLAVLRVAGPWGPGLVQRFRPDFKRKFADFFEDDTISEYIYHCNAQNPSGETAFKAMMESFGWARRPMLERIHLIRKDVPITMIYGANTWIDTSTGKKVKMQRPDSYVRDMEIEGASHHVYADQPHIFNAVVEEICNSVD
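Assay system: wild-type mouse ABHD4 protein; compound: single nominal dose of 8.92 µM, 0.89% DMSO final; schedule: 45 min + 60 min at 25 °C; measured by: FP readout, ex 525 nm / em 598 nm; evaluation: % inhibition of FP-Rh probe binding versus controls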
SIAE primary: inhibitors of human sialic acid acetylesterase SIAE. SIAE FP-Rh probe binding, fluorescence polarization. inhibition, % at 9.66 µM. 370,000 compounds, 0.69% hits. AID 1053197;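 active means inhibition above a cutoff: mean of compounds within the control limits plus 3 SD of those, cut at about 17% in these data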;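 further: 0% = plate median of compound wells and 100% = probe without SIAE protein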
UHRF1 binding: blocks human UHRF1 binding to methylated DNA; Q96T88; UHRF1 binding to methylated oligo, TR-FRET; inhibition, % at 4.4 µM; 370,000 compounds, 0.75% hits; AID 687016; in the data active means inhibition above about 21%;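 further: UHRF1 SRA domain binding a hemimethylated CpG hairpin DNA probe; 0% = median of test compound wells and 100% = reference inhibitor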
MBD2 DNA inh: MBD2-methylated oligo binding inhibition | Q9UBB5 | TR-FRET, MBD2 binding to methylated oligonucleotide | 370,000 compounds, 0.31% hits | inhibition, % at 4.4 µM; in the data active means inhibition above about 13%
Target sequence (Q9UBB5 whole entry, looked up): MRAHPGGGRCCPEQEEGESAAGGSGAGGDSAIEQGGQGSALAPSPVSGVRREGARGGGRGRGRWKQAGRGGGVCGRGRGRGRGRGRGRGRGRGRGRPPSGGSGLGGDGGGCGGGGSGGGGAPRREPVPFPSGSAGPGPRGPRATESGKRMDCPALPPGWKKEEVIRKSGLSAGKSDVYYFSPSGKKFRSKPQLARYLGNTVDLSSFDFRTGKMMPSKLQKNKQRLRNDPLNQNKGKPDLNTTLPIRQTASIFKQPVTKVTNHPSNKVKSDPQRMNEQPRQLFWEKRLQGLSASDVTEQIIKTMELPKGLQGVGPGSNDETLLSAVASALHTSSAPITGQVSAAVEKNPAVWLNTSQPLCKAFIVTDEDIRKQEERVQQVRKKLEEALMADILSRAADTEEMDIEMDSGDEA
PRMT1 inh: inhibitors of human PRMT1 | recombinant PRMT1, activity-based probe fluorescence polarization | inhibition, % at 2.79 µM | 370,000 compounds, 1.3% hits;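 active means inhibition above about 21% made by adding two undisclosed values, limit read from the data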
TCR CD3 inh: human TCR-CD3 binding inhibition | TAMRA-labeled TCR probe fluorescence, biochemical | inhibition, % at 9.4 µM | 360,000 compounds, 0.37% hits; in the data active means inhibition above about 19%;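 further: recombinant mutant TCR 2C K166C tagged with TAMRA read by polarization; 0% = receptor in buffer alone and 100% = receptor with positive control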
GC-A act: GC-A (human) enzyme activation. HEK293 GC-A cells, cGMP TR-FRET, EC30 ANP; 0% at EC30 ANP, 100% saturating ANP. activation, % at 10 µM. 370,000 compounds, 0.14% hits; in the data active means activation above about 40%
rCAG binder: r(CAG) repeat RNA binding; AID 651821; inhibition, % at 3 µM; 370,000 compounds, 1.3% hits; TO-PRO-1 dye displacement fluorescence;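 active means inhibition above the plate cutoff, the mean of all test compounds on that plate plus 3 SD, cut at about 35% in these data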;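 further: 0% = DMSO alone and 100% = 100 µM mitoxantrone as full dye displacement; higher means more dye released from RNA so lower well fluorescence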
GC-B act: GC-B (human) receptor activation; activation, % at 10 µM; P20594; 370,000 compounds, 0.11% hits; AID 1920062; HEK293-GC-B cells, CNP EC30, cGMP TR-FRET; 0% at EC30 CNP, 100% saturating CNP;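 active means activation at 10 µM reaching about 35% in either raw or pattern-adjusted values, limit read from the data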
Numbers without * were called inactive.

Key to letters: A = HTRA1 inhibitor; B = mABHD4 FP; C = SIAE primary; D = UHRF1 binding; E = MBD2 DNA inh; F = PRMT1 inh; G = TCR CD3 inh; H = GC-A act; I = rCAG binder; J = GC-B act
1) COc1ccc(C2(C(=O)Nc3cc(C)on3)CCOCC2)cc1
  A = 5 | B = 0 | C = -5 | D = 17 | E = 5 | F = 0 | G = -2 | H = -3 | I = 0 | J = 4
2) Cc1ccc(C(=O)c2coc3c2C(=O)C(=O)c2ccccc2-3)cc1
  A = 6 | B = 11 | C = -4 | D = -1 | E = -10 | F = 0 | G = -1 | H = 7 | I = 12 | J = -7
3) CCS(=O)(=O)n1nc(-c2ccccc2)nc1SC
  A = 0 | B = -10 | C = -10 | D = 9 | E = 8 | F = 3 | G = -11 | H = -1 | I = -2 | J = -4
4) COc1ccc(/C=C/C(=O)OCC(=O)c2c(N)n(C)c(=O)n(C)c2=O)cc1
  A = -14 | B = -5 | C = -5 | D = -1 | E = -2 | F = 0 | G = 11 | H = -3 | I = 0 | J = 4
5) COc1ccccc1/C=C(/NC(=O)c1ccccc1)C(=O)NCCN1CCOCC1
  A = 1 | B = 0 | C = 2 | D = 0 | E = 0 | F = 1 | G = 1 | H = 6 | I = -2 | J = -3
6) COc1ccc(NC(=O)c2cccc(N3C(=O)C4C5C=CC(C5)C4C3=O)c2)cc1Cl (stereo not given)
  A = 11 | B = 1 | C = 2 | D = 2 | E = 4 | F = 2 | G = -3 | H = 8 | I = 3 | J = 2
7) CCCCC(=O)Nc1cccc(NC(=S)NC(=O)Cc2ccccc2)c1
  A = -14 | B = -4 | C = 1 | D = -2 | E = 5 | F = -3 | G = 8 | H = 0 | I = 0 | J = -6
8) COc1c(Cl)cc(Cl)cc1CNCc1ccccc1
  A = 5 | B = -2 | C = -8 | D = -2 | E = 6 | F = -2 | G = 6 | H = -10 | I = 0 | J = -6
9) CCOC(CNC(=O)c1ccc(N2CCc3ccccc32)c([N+](=O)[O-])c1)OCC
  A = 11 | B = 12 | C = 12 | D = -2 | E = -14 | F = -3 | G = 4 | H = 8 | I = -3 | J = -1
10) CC(=O)NC(CC(=O)OCC(=O)c1cc(C)ccc1C)c1ccccc1 (stereo not given)
  A = 0 | B = 3 | C = 4 | D = 4 | E = 2 | F = 0 | G = -2 | H = 0 | I = 0 | J = 4
11) O=C1/C(=C/c2ccc(F)cc2)CCC1C1CCCC1 (stereo not given)
  A = 2 | B = 8 | C = 3 | D = 4 | E = 3 | F = 1 | G = -9 | H = -3 | I = -2 | J = 6
12) CCCCN1C(=O)/C(=C(/C#N)C(=O)N2CCCC2)c2ccccc21
  A = 4 | B = 2 | C = 1 | D = 0 | E = -5 | F = 8 | G = -2 | H = 5 | I = -6 | J = 4
13) NC(=O)C1CCN(C(=O)c2ccc(NS(=O)(=O)c3ccc(F)cc3)cc2)CC1
  A = 2 | B = 2 | C = 1 | D = -1 | E = -1 | F = -3 | G = 3 | H = 1 | I = -1 | J = 2
14) CSc1nsc(/C=C/Nc2ccc(Cl)cc2)c1C#N
  A = -33 | B = 1 | C = -2 | D = -12 | E = 0 | F = -3 | G = 0 | H = 2 | I = 26 | J = -4
15) COc1ccc(S(=O)(=O)Cc2ccc(C(=O)N3CCN(c4cc(C)ccc4C)CC3)o2)cc1
  A = -13 | B = -3 | C = 10 | D = 2 | E = 3 | F = -3 | G = 5 | H = -4 | I = 0 | J = 1
16) Clc1cccc(-c2sc(Nc3ccccc3)n[n+]2-c2ccccc2)c1Cl
  A = -18 | B = 0 | C = 2 | D = 3 | E = 0 | F = 4 | G = -4 | H = -12 | I = 11 | J = -22
17) CCCn1nc2cc(C(=O)NCCCCc3ccccc3)ccc2c1OCC
  A = -11 | B = 1 | C = -3 | D = -3 | E = 0 | F = -1 | G = 8 | H = 0 | I = -5 | J = 1
18) COc1cc(C(=O)N/N=C/c2cc([N+](=O)[O-])cs2)cc(OC)c1OC
  A = 9 | B = -6 | C = 3 | D = -3 | E = -3 | F = -1 | G = 1 | H = 11 | I = 2 | J = 5
19) NC(=O)C[n+]1cccc(C(N)=O)c1
  A = -1 | B = -5 | C = -5 | D = 0 | E = 2 | F = 0 | G = 10 | H = 3 | I = -4 | J = -1
20) O=c1[nH]c(C2CCN(S(=O)(=O)c3ccccc3C(F)(F)F)CC2)nc2c1nnn2Cc1cccc(F)c1
  A = -7 | B = 5 | C = -3 | D = 0 | E = 4 | F = -2 | G = -2 | H = 6 | I = 5 | J = -2
21) O=C(/C=C/Nc1ccc(S(=O)(=O)Nc2cnc3ccccc3n2)cc1)c1ccccc1
  A = -8 | B = 5 | C = -1 | D = -1 | E = 9 | F = 1 | G = -6 | H = 1 | I = 3 | J = 9
22) COc1cc(-c2nc(S(=O)(=O)c3ccc(Cl)cc3)c(N3CCOCC3)o2)cc(OC)c1OC
  A = 5 | B = -6 | C = 2 | D = -1 | E = 3 | F = 4 | G = -2 | H = 1 | I = 5 | J = -11
23) COc1cc(CN(C(=O)c2ccco2)c2ccc(C)cc2)ccc1O
  A = 2 | B = -5 | C = -10 | D = -2 | E = -4 | F = -3 | G = -2 | H = 1 | I = -1 | J = -2
24) COc1ccc2oc(=O)c(C(=O)N3CCN(c4ccccc4C)CC3)cc2c1
  A = -5 | B = 1 | C = 3 | D = 2 | E = 3 | F = 2 | G = -5 | H = -2 | I = -3 | J = 9
25) CC(=O)C1=C(C)NC(SCC(=O)c2ccc(Cl)c(Cl)c2)=C(C#N)C1c1ccco1 (stereo not given)
  A = -36 | B = -9 | C = 2 | D = 1 | E = 0 | F = 7 | G = -3 | H = 1 | I = 22 | J = -1
26) CCOC(=O)c1c(C)c(C(=O)NCc2cccs2)c(C)n1CC
  A = 4 | B = -4 | C = -6 | D = -5 | E = -3 | F = 3 | G = 5 | H = 2 | I = -5 | J = 5

Three entries already listed, sorted by their value in UHRF1 binding, largest number first:
# | compound | UHRF1 binding
12 | CCCCN1C(=O)/C(=C(/C#N)C(=O)N2CCCC2)c2ccccc21 | 0
13 | NC(=O)C1CCN(C(=O)c2ccc(NS(=O)(=O)c3ccc(F)cc3)cc2)CC1 | -1
7 | CCCCC(=O)Nc1cccc(NC(=S)NC(=O)Cc2ccccc2)c1 | -2

Reprinted at random: 6 compounds from above.
Key to letters: A = HTRA1 inhibitor; B = mABHD4 FP; C = SIAE primary; D = UHRF1 binding; E = MBD2 DNA inh; F = PRMT1 inh; G = TCR CD3 inh; H = GC-A act; I = rCAG binder; J = GC-B act
16) Clc1cccc(-c2sc(Nc3ccccc3)n[n+]2-c2ccccc2)c1Cl
  A = -18 | B = 0 | C = 2 | D = 3 | E = 0 | F = 4 | G = -4 | H = -12 | I = 11 | J = -22
3) CCS(=O)(=O)n1nc(-c2ccccc2)nc1SC
  A = 0 | B = -10 | C = -10 | D = 9 | E = 8 | F = 3 | G = -11 | H = -1 | I = -2 | J = -4
19) NC(=O)C[n+]1cccc(C(N)=O)c1
  A = -1 | B = -5 | C = -5 | D = 0 | E = 2 | F = 0 | G = 10 | H = 3 | I = -4 | J = -1
18) COc1cc(C(=O)N/N=C/c2cc([N+](=O)[O-])cs2)cc(OC)c1OC
  A = 9 | B = -6 | C = 3 | D = -3 | E = -3 | F = -1 | G = 1 | H = 11 | I = 2 | J = 5
8) COc1c(Cl)cc(Cl)cc1CNCc1ccccc1
  A = 5 | B = -2 | C = -8 | D = -2 | E = 6 | F = -2 | G = 6 | H = -10 | I = 0 | J = -6
14) CSc1nsc(/C=C/Nc2ccc(Cl)cc2)c1C#N
  A = -33 | B = 1 | C = -2 | D = -12 | E = 0 | F = -3 | G = 0 | H = 2 | I = 26 | J = -4

High-throughput results deposited in PubChem by several laboratories.

An excerpt; the hit share may differ from the screen's.
